High-throughput results: PubChem, several laboratories
Rtt109 Vps75: inhibitors of Candida albicans Rtt109/Vps75 histone acetyltransferase; 330,000 tested, 0.16% active; purified Rtt109/Vps75, ThioGlo CoA-SH fluorescence, 4 h; inhibition, % at 34.9 µM;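 active means inhibition of at least 50% in every replicate; inconclusive means best replicate reaches 50% inhibition but some replicates fall short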
PvdQ inh: blocks Pseudomonas aeruginosa PvdQ acylase activity; purified PvdQ acylase, fluorescence plate reader; AID 488965; inhibition, % at 10 µM; 340,000 tested, 0.063% active; in the data active means inhibition above about 30%, passing the limit was not always enough; inconclusive means no clear call, values can overlap the other calls;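 further: 0% = vehicle neutral wells and 100% = reference inhibitor wells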
CDK5 inh: CDK5/p35 (human) kinase inhibition. inhibition, % at 10 µM. 330,000 tested, 0.01% active. AID 488839. Recombinant CDK5/p35, ADP-Glo luminescence, 60 min. Q00535+Q15078;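 active means highest replicate inhibition of at least 50% and at least 75% of replicates reaching 50%; inconclusive means only one of the two criteria met; inactive means both criteria failed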;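 further: plate controls were DMSO neutral control for no effect and GW8510 at 10 µM for full effect; many of its hits are not listed in these tables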
Mot1-301 SUMO: SUMOylation pathway inhibition by Mot1-301 growth rescue. S. cerevisiae Mot1-301 growth rescue, ATP luminescence, 38.5C; percent above DMSO median, 100 means doubled. growth rescue, % at 18.8 µM. 320,000 tested, 1% active. AID 2716;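 active means every valid replicate shows activation above 250% relative to neutral control wells; inactive means the rest, any valid replicate at or below 250%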;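 further: OY570 slx delta 5 strain wells were the positive control but not used for scaling; some compounds called inactive have numbers as strong as hits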
RTF Ca sens act: increases calcium sensitivity of human cardiac regulated thin filaments | P19429+P45379 | IANBD-labeled TnC RTF fluorescence at EC20 calcium; 0% EC20 calcium, 100% full calcium | 340,000 tested, 0.24% active | activation, % at 7.2 µM | AID 493008;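 active means activation above the mean over all tested compounds plus 3 SD, cut at about 30% in these data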;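 further: rise in fluorescence read as greater calcium sensitivity of cardiac thin filaments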
PfHsp90 yeast 2: reduces growth (ATP signal) of yeast expressing P. falciparum Hsp90 | AID 504621 | inhibition, % at 9.4 µM | S. cerevisiae expressing PfHsp90, BacTiter-Glo ATP, 48 h; yeast lacking PDR1 and PDR3 efflux regulators | 310,000 tested, 0.32% active;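 active means every replicate shows inhibition above about 80%, whatever the replicate mean, limit read from the data; inconclusive means mean inhibition reaches the set limit but some replicate falls short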;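 further: 0% = DMSO neutral controls and 100% = 20 µM radicicol positive controls; yeast relying on Plasmodium falciparum Hsp90 in place of its own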
RTF Ca sens inh: cardiac RTF calcium desensitization; IANBD-labeled cardiac RTF, Ca2+ fluorescence; P19429+P45379; inhibition, % at 7.15 µM; 340,000 tested, 0.12% active;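 active means inhibition above the mean inhibition of all tested compounds plus 3 SD, cut at about 17% in these data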;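 further: assay run at fixed EC70 calcium of 1.6 mM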
Keap1-Nrf2 PPI: inhibitors of human Keap1-Nrf2 protein-protein interaction; Q14145; Keap1 Kelch-Nrf2 peptide fluorescence polarization, 1536-well; inhibition, % at 9.4 µM; 340,000 tested, 0.15% active; in the data active means inhibition above about 12%; inconclusive means no clear call, values can overlap the other calls; inactive means below about 7.3%;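 further: human Keap1 Kelch domain with fluorescein labeled Nrf2 9mer peptide probe; 0% = neutral control wells and 100% = peptide positive control; higher means more block of Keap1 binding to Nrf2 peptide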
Target sequence (Q14145 whole entry, looked up, the tested form may be a part): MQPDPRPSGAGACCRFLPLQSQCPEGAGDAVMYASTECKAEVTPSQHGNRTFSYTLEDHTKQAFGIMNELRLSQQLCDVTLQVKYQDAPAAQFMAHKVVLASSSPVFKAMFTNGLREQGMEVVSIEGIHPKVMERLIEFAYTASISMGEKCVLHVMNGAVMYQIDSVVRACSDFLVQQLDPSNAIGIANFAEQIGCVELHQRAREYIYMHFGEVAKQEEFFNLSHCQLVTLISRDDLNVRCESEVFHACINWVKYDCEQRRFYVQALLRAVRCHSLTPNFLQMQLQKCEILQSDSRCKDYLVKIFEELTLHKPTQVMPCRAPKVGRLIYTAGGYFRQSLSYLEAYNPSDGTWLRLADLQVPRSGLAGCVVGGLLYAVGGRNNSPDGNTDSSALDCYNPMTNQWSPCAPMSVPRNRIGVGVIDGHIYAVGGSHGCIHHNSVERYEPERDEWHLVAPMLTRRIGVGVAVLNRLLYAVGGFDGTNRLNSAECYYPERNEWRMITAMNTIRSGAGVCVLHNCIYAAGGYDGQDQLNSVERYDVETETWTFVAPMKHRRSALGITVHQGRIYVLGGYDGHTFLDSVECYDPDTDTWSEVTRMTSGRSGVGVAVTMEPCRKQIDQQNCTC
dFosB activator: activators of mouse delta FosB homodimer | P13346 | purified delta FosB, TAMRA-CDK5 oligo fluorescence polarization; percent of positive-control signal above neutral wells | activation, % at 25 µM | 340,000 tested, 0.99% active | AID 493131;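 active means mean activation above about 17%, with every replicate also reaching it, limit read from the data, passing the limit was not always enough; inconclusive means only one of the two conditions met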;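 further: fluorescence polarization rise as delta FosB binds a TAMRA Cdk5 AP-1 oligo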
Target sequence (P13346 whole entry, looked up): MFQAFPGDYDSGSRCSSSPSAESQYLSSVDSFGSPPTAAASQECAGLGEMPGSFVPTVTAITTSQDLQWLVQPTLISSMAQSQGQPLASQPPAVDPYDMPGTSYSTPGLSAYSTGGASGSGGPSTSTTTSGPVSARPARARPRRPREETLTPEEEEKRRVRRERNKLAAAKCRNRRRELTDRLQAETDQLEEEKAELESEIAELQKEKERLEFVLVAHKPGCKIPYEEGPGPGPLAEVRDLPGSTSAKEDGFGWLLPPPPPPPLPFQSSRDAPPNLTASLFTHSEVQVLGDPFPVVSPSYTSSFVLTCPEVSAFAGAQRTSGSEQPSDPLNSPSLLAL
LANA DNA inh: KSHV C-LANA DNA binding inhibition. inhibition, % at 9 µM. 340,000 tested, 0.078% active. MBP-C-LANA/FAM-LBS DNA binding, fluorescence polarization;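 active means highest replicate inhibition at or above 60% at 9 µM, even if other replicates fall short; inactive means all replicates below 60% inhibition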;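 further: 0% = neutral control wells and 100% = 4 µM acridine orange control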
NSD2 HMT inh: inhibitors of human histone methyltransferase NSD2; inhibition, % at 12.5 µM; O96028; AID 743445; NSD2 peptide methylation, AlphaScreen, 120 min; 310,000 tested, 0.54% active; in the data active means inhibition above about 50%
Starred values were filed as active, the others as inactive; ? = inconclusive; / = no result given.

SMILES	Rtt109 Vps75	PvdQ inh	CDK5 inh	Mot1-301 SUMO	RTF Ca sens act	PfHsp90 yeast 2	RTF Ca sens inh	Keap1-Nrf2 PPI	dFosB activator	LANA DNA inh	NSD2 HMT inh
O=C(Cn1cnc([N+](=O)[O-])n1)N/N=C/c1cc(Cl)ccc1O	4	-11	0.3	9	-4	3	-1	1	3	0.0	-7
COc1ccc(Cl)cc1S(=O)(=O)N1CCC(C(=O)NCCc2ccccc2)CC1	3	-10	0.0	5	-5	2	-2	-7	-4	0.5	4
COc1ccc2oc(C(=O)OCC(=O)Nc3ccc(C(=O)N(C)C)cc3)c(C)c2c1	5	3	-0.8	-3	0	18	0	-3	-11	0.0	0
Cc1cc(Nc2cccc([N+](=O)[O-])c2)c2cccc(C)c2n1	1	9	1.2	112	/	9	/	2	?	-0.5	1
COc1ccccc1-c1nc2ccccc2c(=O)n1O	-2	-7	0.7	69	-2	-11	-5	-1	-4	0.2	1
O=C(N1CCCCCC1)N1CCN(S(=O)(=O)c2ccccc2)CC1	-7	-9	0.1	-8	0	-11	-6	5	4	-1.0	-3
COC(=O)C(O)(NC(=O)OCc1ccccc1)C(F)(F)F (centres undefined)	-1	4	4.9	-13	-3	/	2	-2	-6	-0.3	/
O=C(O)c1ccccc1C(=O)NNc1ccc(Cl)cc1Cl	-4	-11	-0.3	56	8	12	-10	0	1	-0.5	/
CCOC(=O)c1c(NC(=S)NCc2ccccc2)sc2c1CCN(C(=O)OCC)C2	2	-3	-2.0	3	-2	-6	-4	0	-1	0.9	-2
Cc1cc(C)cc(CC2CC(=O)N(c3ccc(Cl)cn3)C2=O)c1 (centres undefined)	-3	-9	1.0	15	2	18	-2	-2	-6	-0.1	0
COc1ccc(C(=O)OCC(=O)N2CCN(S(=O)(=O)c3ccc(C)cc3)CC2)cc1[N+](=O)[O-]	10	-8	2.2	/	-4	-6	1	2	-8	-0.2	14
CCCCC(=O)Nc1nnc(-c2ccco2)o1	14	3	0.2	-2	1	11	14	-1	-6	-0.6	0
CCOC(=O)c1ccc(N=c2sc(C(=O)OC)cc(=O)n2C2CC2)cc1	-1	6	-1.0	109	1	4	10	2	-5	0.3	2
CCOC(=O)Cn1c(CN2CCc3ccccc3C2)nc2c1c(=O)n(C)c(=O)n2C	2	-11	-1.4	-24	5	-2	-5	2	-7	2.6	/
CCOc1cc(CNCc2ccncc2)cc(Br)c1OCc1ccc(F)cc1	1	-15	-1.7	-6	-2	28	3	-2	2	-1.0	-2
COc1ccc(CN2CCN(C(=O)Cn3ncn4cccc4c3=O)CC2)c(OC)c1OC	-8	-6	-3.7	-2	13	-5	-1	-5	3	0.3	/
CCOc1ccccc1NC(=O)NC1CC2CCCC(C1)N2Cc1nnnn1CCc1ccccc1 (centres undefined)	3	-8	0.0	9	-2	3	-10	-2	-2	1.6	-5
Cc1nn(-c2ccccc2)c(C)c1C(=O)NCc1ccc(F)cc1	1	-8	0.9	-16	1	-16	-1	-2	-6	0.7	-2
O=C(c1ccco1)N1CCN(C(=O)N2CCOCC2)CC1	0	-2	1.1	-1	2	5	7	3	0	1.2	-1
O=C(O)CCC(=O)Nc1sc2c(c1C(=O)Nc1cccc3ccccc13)CCCCC2	43	8	-1.4	-8	-17	7	1	-5	-3	2.6	7
CCN(CC)C(=O)c1cccc(NC(=O)C2CCN(C(=O)c3cccs3)CC2)c1	-6	-12	2.2	6	6	-13	-19	-6	-11	-0.2	-1
O=C(O)CSC1CC(=O)N(c2cccc(Cl)c2)C1=O (centres undefined)	4	-3	-4.1	-1	3	/	-10	1	1	0.6	1
CCOC(=O)c1sc(N=NC2=C(O)CC(C)(C)CC2=O)c(C(=O)OCC)c1C	1	-11	1.0	/	0	32	-7	-9	-13	0.9	-5
CN(C)S(=O)(=O)c1ccc(C(=O)NCc2ccccc2)cc1	-1	4	-0.2	148	-4	13	2	0	-6	-0.9	2
CCOc1ccc(CCNC(=O)COC(=O)c2cccnc2Cl)cc1OCC	5	8	1.6	-4	-6	-12	-6	-3	4	1.5	0
COc1ccc(C(C(=O)NCC2CCCO2)N(C(=O)CNC(=O)c2ccco2)c2cc(C)ccc2C)cc1OC (centres undefined)	-6	-13	1.3	-1	2	12	-3	-7	-9	0.9	-4
O=C1C=C(c2cccnc2)CCC1	0	-6	-0.5	-3	2	11	-1	-1	-7	-0.3	/
CCn1c(C(=O)N2CCC(C(=O)NCc3ccc(OC)cc3)CC2)cc2sccc21	2	-14	-1.1	-8	1	4	-2	1	-5	-0.9	4
CCOc1cc(S(=O)(=O)N2CCC(C(N)=O)CC2)ccc1F	3	-7	0.3	13	-2	-22	-8	3	8	-0.8	0
O=C(c1cc(-c2ccncc2)nc2ccc(Cl)cc12)N1CCN(C(=O)C2CCCO2)CC1 (centres undefined)	4	-5	1.6	4	-7	44	-5	-1	-14	-2.2	/
c1ccc(-c2ccc(-c3nc(-c4cccnc4)no3)cc2)cc1	4	6	2.3	19	-2	-15	-7	2	-9	0.2	14
OC1(c2ccc(Br)cc2)CCN(Cc2cccc(Br)c2)CC1	2	-14	1.9	-4	-6	10	-6	0	-7	0.3	4
C=CCNc1ccc(F)c(F)c1N1CCCCCC1=O	-2	9	0.9	41	0	5	-10	-5	7	-1.0	-2
CC(C)(C)NC(=O)C(c1ccncc1)N(Cc1cccs1)C(=O)Cn1nnc(-c2ccc(F)cc2)n1 (centres undefined)	23	10	0.5	-7	-8	9	5	-2	-3	-0.6	/
COc1ccc(NC(=O)CN(C)C(=O)CCSc2ccc(F)cc2)cc1	4	-6	0.1	/	-4	/	-9	-3	-15	-2.1	1
CSCC[C@H](NC(=O)NCCc1ccc(F)cc1)C(=O)O	8	0	-1.6	5	2	1	-6	2	8	-1.0	-1
O=C(NN1CCOCC1)NC12CC3CC(CC(C3)C1)C2	-2	-15	1.3	14	5	-11	1	-3	-6	-0.7	2
COc1ccnc(NCc2cccc(C(F)(F)F)c2)c1C#N	-1	-8	1.2	327	3	-35	-9	-7	-2	2.3	-2
CCOc1ccc(NC(=O)CCNC(=O)Cn2ccc3ccccc3c2=O)cc1	4	-7	1.6	-7	-1	-1	7	2	1	0.2	/
O=C(NNc1nccc(C(F)(F)F)n1)Nc1cccc(Cl)c1	1	-3	-0.5	-8	4	-3	-3	3	-6	1.6	0
Nc1nc2c(C(=O)N3CCOCC3)nnn2c2ccccc12	14	4	0.6	128	3	-16	3	-6	-9	-1.0	/
COc1cc(OC)cc(C(=O)NCCCN2CCOCC2)c1	-2	0	1.3	12	0	-5	-4	4	7	-0.2	1
Cn1nc(CC(=O)Nc2cccc3ncccc23)c2ccccc2c1=O	3	-15	1.0	/	4	-8	-8	4	-11	-0.4	/
CCOC(=O)C1(CCc2ccccc2)CCN(C(=O)c2ccoc2)CC1	1	0	0.2	2	1	-58	-1	4	4	2.6	1
CC(OC(=O)CCN1C(=O)c2cccc([N+](=O)[O-])c2C1=O)C(=O)Nc1cc(Cl)cc(Cl)c1 (centres undefined)	-1	-14	-1.3	9	4	-15	-9	-2	-1	-1.3	-1
CCc1ccccc1NC(=O)CSc1nnc(-c2cc(C)[nH]n2)n1N	-5	-15	2.1	-4	-5	-9	-8	0	0	0.2	1
Cc1cccc(Nc2nnc(SCC(=O)NCc3cccs3)s2)c1C	4	-15	-0.1	38	-4	29	4	-8	-1	-0.1	1
Cc1ccc(NC(=O)CN2C(=O)NC3(CCCc4ccccc43)C2=O)c([N+](=O)[O-])c1 (centres undefined)	9	-15	-0.9	231	2	-11	1	1	-2	1.1	0
COc1ccc(C(=O)CCC(=O)N2CCN(c3ccc([N+](=O)[O-])cc3)CC2)cc1	-9	-6	0.3	9	-5	-24	2	1	4	0.1	-3
COc1ccc(F)c(CN2CCC(n3nccc3NC(=O)C3CCOC3)CC2)c1 (centres undefined)	2	-5	-0.1	1	-3	-1	-2	3	4	0.0	25
O=C(O)Cc1cc(=O)[nH]n(-c2ccccc2)c1=O	-1	3	0.2	/	-5	-11	5	-6	6	-3.1	25
C[C@H](NC(=O)N1CCC(Cc2ccccc2)CC1)C(=O)O	-5	-2	-1.2	-1	3	-3	-1	1	-4	-1.2	1
CC1CCN(c2nc3nonc3nc2Nc2ccc(F)cc2)CC1	-6	-11	1.0	104	-5	-22	-2	2	/	-1.5	11
CCCN1C(=O)c2cc(C(=O)NCCc3cccc(C)c3)ccc2C1O (centres undefined)	-9	-9	1.4	386	-3	15	-4	-1	-8	1.8	/
Cc1cc(NC(=O)c2ccoc2C)no1	1	5	2.6	-10	-5	14	-11	-4	-1	1.8	0
N#CCc1nn(-c2ccc(F)cc2)c(N)c1C#N	5	-7	0.7	-5	-5	8	3	-2	0	-0.3	0
CCCc1cc(=O)[nH]c(NCCc2ccccc2)n1	5	-12	0.2	6	2	39	-8	-9	-4	0.3	1
O=C(CN1CCN(Cc2ccccc2)C1=O)NCc1ccc(Cl)cc1	1	-7	0.6	18	-3	4	-9	-4	2	0.1	-1
Cc1ccc(C(=O)CC2C(=O)N(c3ccccc3)C(=S)N2c2ccccc2)cc1 (centres undefined)	-1	4	1.2	-19	7	10	-1	-5	-2	0.1	-2
O=C(CCn1c(=O)c2sccc2n(CC(=O)OCc2ccccc2)c1=O)NCc1ccccc1	-8	-1	0.4	4	1	/	-24	4	14	-0.3	-3

Additional entries.
SMILES	Rtt109 Vps75	PvdQ inh	CDK5 inh	Mot1-301 SUMO	RTF Ca sens act	PfHsp90 yeast 2	RTF Ca sens inh	Keap1-Nrf2 PPI	dFosB activator	LANA DNA inh	NSD2 HMT inh
O=C(CN1C(=O)CC(c2ccco2)Sc2ccccc21)NCc1ccc2c(c1)OCO2 (centres undefined)	8	-7	0.4	-4	1	22	3	-5	-7	0.3	-1
CSCCC1NC2(C(=O)Nc3c(C)cc(Cl)cc32)[C@@H]2C(=O)N(C3CCCC3)C(=O)[C@H]12 (some centres undefined)	21	-9	-3.7	-14	5	-13	-6	1	-2	0.7	2
Cc1cc(O)cc2c1C(=O)/C(=C/c1ccco1)O2	-4	0	0.5	8	14	-4	-19	-8	-10	17	/
C=CCn1c(COc2cccc3ccc(C)nc23)nnc1SCC(=O)O	7	3	-0.6	-7	2	/	12	-4	2	-0.6	7
O=C(CSC(=S)N1CCOCC1)c1cc2ccccc2oc1=O	16	8	-0.6	8	-3	11	-10	3	-11	-2.6	/
